RAD54 inh – inhibitors of human RAD54 branch migration; inhibition, % at 10.4 µM; RAD54 Holliday junction branch migration, FAM/BHQ fluorescence; actives 0.14% (n = 360,000); Q92698;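 active = mean normalized replicate activity at least 40 and at least half of replicates scoring 40 or more; inconclusive = only one of the two criteria met; inactive = mean below 40 and under half of replicates reaching 40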;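 also: 0% = median of neutral control wells and 100% = median of positive control wells; inhibitors cause a drop in the FAM fluorescence signal; in these data hits start at about 50%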
RAD52 inh – inhibitors of human RAD52 DNA annealing; P43351; recombinant RAD52 DNA annealing, FRET fluorescence; actives 0.46% (n = 360,000); inhibition, % at 18.7 µM;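 active = every replicate showing at least 50% inhibition; inconclusive = mean inhibition at least 50% but not in every replicate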
ERAP1 HTS inh – ERAP1 (human) enzyme inhibition; Q9NZ08; recombinant ERAP1, Leu-AMC fluorescence, 60 min; inhibition, % at 10.7 µM; actives 0.15% (n = 340,000);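 active = mean replicate inhibition of at least 30%, or all replicates individually reaching that 30% level; inactive = mean below 30% and not every replicate reaching it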;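 also: 0% = neutral control wells and 100% = L-leucinethiol positive control wells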
ERp5 inh – ERp5 (human) disulfide isomerase inhibition. Q15084. ERp5 insulin aggregation, absorbance 650 nm, 90 min. inhibition, % at 9.99 µM. actives 0.05% (n = 350,000);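 active = mean replicate inhibition above about 25%, with every replicate also reaching it, limit read from the data, passing the limit was not always enough; inconclusive = only one of those two criteria met; inactive = neither criterion met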
S100A4 MyoIIA – S100A4-myosin IIA interaction inhibition; P26447; S100A4/TAMRA-MyoIIA peptide fluorescence polarization; inhibition, % at 10.7 µM; actives 0.14% (n = 360,000); AID 652163;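 active = mean inhibition of at least 70% across replicates, with every replicate also reaching that level; inconclusive = mean inhibition reaches 70% but some replicates fall short; inactive = mean inhibition below 70%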
Target sequence (P26447 whole entry, looked up): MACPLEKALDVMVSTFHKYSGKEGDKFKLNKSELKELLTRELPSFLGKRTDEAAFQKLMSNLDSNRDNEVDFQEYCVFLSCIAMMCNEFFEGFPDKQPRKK
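Test system – S100A4 monomer (human) · Compound – single-point compound testing · Schedule – 5 min incubation before reading · Probe or stimulus – TAMRA-labelled myosin IIA heavy-chain peptide probe, 5 nM · Benchmarks – neutral control DMSO, positive control TFP · Medium – Calcium-containing HEPES buffer, pH 7.2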
Xi reactivation – reactivates the inactive X chromosome in mouse fibroblasts | XiGFP mouse fibroblasts, % GFP-positive cells imaging, 3 d; cells co-treated with 5-aza-dC sensitizer; scaled so ellipticine positive control = 100% | activation, % at 7.58 µM | actives 0.055% (n = 360,000);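 active = mean normalized replicate activation at least 10% and every replicate at or above 10%; inconclusive = only one of the two criteria met; inactive = mean below 10% and not all replicates reach 10%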;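 also: 0% = median of on-plate neutral control wells and 100% = ellipticine 6 µM median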
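System: 68-5-11 XiGFP fibroblast line; Timing: 3 days compound exposure; Compound dosing: one concentration, pinned; Benchmarks: positive control ellipticine, 6 µM final; Buffer or medium: DMEM containing 5-aza-dC.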
E-selectin induc – induces E-selectin expression in human endothelial cells; P16581; HUVEC E-selectin immunofluorescence imaging; normalized: neutral wells 0, TNF-alpha wells 100; activation, % at 7.58 µM; actives 0.37% (n = 260,000);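 active = mean E-selectin-positive cell signal at least 10% of the positive control, reached in at least 60% of replicates, without over 20% cell loss; inconclusive = no rule given, readout overlaps actives, possibly toxicity-flagged; inactive = the rest, including those meeting only one limit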;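 also: in these data hits start at about 27%; measured in HUVEC primary endothelial cells; signal is the percent of cells scored E-selectin positive by PE staining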
Target sequence (P16581 whole entry, looked up): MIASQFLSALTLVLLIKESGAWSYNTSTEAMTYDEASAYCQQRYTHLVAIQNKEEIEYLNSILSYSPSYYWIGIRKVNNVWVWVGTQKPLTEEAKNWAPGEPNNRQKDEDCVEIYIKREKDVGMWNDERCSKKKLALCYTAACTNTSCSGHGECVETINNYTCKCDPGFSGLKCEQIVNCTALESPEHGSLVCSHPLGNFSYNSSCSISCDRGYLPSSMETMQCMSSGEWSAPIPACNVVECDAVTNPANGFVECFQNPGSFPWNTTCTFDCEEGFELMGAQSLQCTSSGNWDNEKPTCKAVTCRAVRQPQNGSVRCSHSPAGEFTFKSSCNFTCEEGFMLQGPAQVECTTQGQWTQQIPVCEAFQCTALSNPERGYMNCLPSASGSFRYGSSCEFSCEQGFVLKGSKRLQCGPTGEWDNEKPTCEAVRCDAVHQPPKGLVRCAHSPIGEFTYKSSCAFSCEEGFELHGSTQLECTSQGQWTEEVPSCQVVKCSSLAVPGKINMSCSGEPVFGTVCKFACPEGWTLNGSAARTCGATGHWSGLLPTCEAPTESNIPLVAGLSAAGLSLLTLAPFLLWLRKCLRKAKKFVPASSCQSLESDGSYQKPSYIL
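Test system: HUVEC | Signal: Immunofluorescence imaging | Read-out: Percent E-selectin-positive cells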
esBAF inh – inhibitors of esBAF chromatin remodeling in mouse ES cells; AID 602393; actives 2% (n = 350,000); Bmi1-luciferase knock-in reporter, 24 h; 100% = twice the neutral-well signal; reporter increase, % at 12.5 µM; in the data active = activation above about 40%; inconclusive = no clear call, values can overlap the other calls;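 also: 0% = median of the plate's neutral control wells and 100% = double that signal; a rise in the Bmi1 reporter signal indicates esBAF inhibition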
Starred values were filed as active, the others as inactive; ? = inconclusive; . = no result given.

SMILES | RAD54 inh | RAD52 inh | ERAP1 HTS inh | ERp5 inh | S100A4 MyoIIA | Xi reactivation | E-selectin induc | esBAF inh
C[C@H]1CN([C@@H](C)CO)C(=O)c2cc(C#CC3CCCCC3)cnc2O[C@@H]1CN(C)S(C)(=O)=O | 2.7 | -5.7 | -2.4 | -1.3 | 3.4 | -0.2 | -0.2 | -1.4
O=C(CCn1[nH]c(=O)c2ccccc2c1=O)OC1CCCCC1 | -1.6 | -5.2 | -0.3 | -0.8 | 5.9 | . | . | 3.7
CC[C@]1(C(=O)OC)[C@H]2C(=O)N(C)C(=O)[C@H]2[C@H]2CN=C(SCc3ccc(Cl)cc3)N21 | -4.2 | -15.2 | 0.2 | 4.9 | -0.5 | 0.0 | . | -0.7
C[C@H]1CN([C@@H](C)CO)C(=O)c2cccc(NS(=O)(=O)c3ccccc3)c2O[C@H]1CN(C)Cc1ccc(Cl)c(Cl)c1 | -0.4 | -14.7 | 0.7 | -0.4 | -5.9 | -0.1 | -0.1 | -6.1
C[C@@H]1CCCCO[C@@H](CN(C)Cc2ccc(C(F)(F)F)cc2)[C@@H](C)CN([C@H](C)CO)C(=O)c2cc(NC(=O)CCCN(C)C)ccc2O1 | 15.0 | 44.2 | -1.9 | 2.0 | 6.8 | -1.2 | 0.0 | -9.1
O=C1C=C(N2CCOCC2)c2ccccc2C1=O | 9.6 | -5.0 | 0.4 | 21.0 | -7.9 | 0.3 | 0.3 | -8.3
Cc1cc(C)n(CC(C)NCc2cn[nH]c2-c2ccc(C)c(C)c2)n1 (configuration not stated) | -2.2 | -8.6 | 2.2 | -6.6 | -5.0 | 0.0 | 0.1 | 6.1
CC(CNC(=O)CN1C(=O)CCSc2ccccc21)c1ccccc1 (configuration not stated) | 5.4 | -8.2 | -4.1 | 2.5 | -13.5 | 0.1 | 0.0 | 5.2
Clc1ccc2c(-c3ccccc3)nc(-c3cccs3)nc2c1 | . | -13.3 | . | -2.8 | -1.7 | 0.0 | 0.0 | .
C[C@H](NC(=O)[C@@H]1[C@@H](CO)[C@@H]2Cn3c(cccc3=O)[C@H]1N2Cc1ccncc1)c1ccccc1 | 6.6 | 0.3 | 2.1 | 1.0 | 8.2 | 0.2 | -0.1 | 2.8
CN(C)c1ccc2c(c1)[C@@H]1C[C@@H](CC(=O)NCc3ccc(-c4ccccc4)cc3)O[C@@H](CO)[C@@H]1O2 | . | -3.6 | 2.0 | -8.2 | -29.0 | 0.4 | 2.2 | .
COCC(=O)Nc1ccc2c(c1)[C@@H]1C[C@@H](CC(=O)NC3CCCCC3)O[C@@H](CO)[C@@H]1O2 | -3.5 | -7.6 | -0.3 | 0.7 | 8.5 | 0.6 | 1.6 | -1.2
CS(=O)(=O)N1CCCCN2[C@H](C1)[C@@H](c1ccc(-c3cccc(C#N)c3)cc1)[C@@H]2CO | -1.5 | -36.1 | -1.1 | -1.4 | 10.4 | 0.2 | 0.0 | -1.3
O=C(N/C(=C\c1ccccc1)C(=O)N1CCOCC1)c1ccccc1Cl | 3.3 | -10.2 | 0.4 | -1.5 | -4.6 | 0.0 | 0.7 | -2.5
Cc1ccc(CNC(=O)C2CC(=O)N(C3CCCCCC3)C2)cc1 (configuration not stated) | . | 3.8 | -1.0 | 3.6 | -12.3 | 0.1 | 5.8 | -9.1
CO[C@@H]1CN(C)C(=O)c2ccc(NC(=O)c3cccc(F)c3)cc2OC[C@@H](C)N(C)C[C@@H]1C | 8.8 | -7.4 | 1.3 | 2.3 | 8.4 | 0.3 | 0.0 | 1.9
C[C@@H]1CN([C@@H](C)CO)C(=O)c2c(c3ccccc3n2C)-c2ccccc2CO[C@H]1CN(C)S(=O)(=O)c1ccccc1 | 6.5 | 26.4 | -4.0 | 5.0 | 8.0 | 0.0 | 0.2 | 1.0
O=C(c1ccc(NS(=O)(=O)c2cccc([N+](=O)[O-])c2)cc1)N1CCCCCC1 | . | 2.4 | 1.2 | 1.5 | -4.7 | 0.0 | -0.1 | .
COc1ccc(CNC(=O)C2(C)Cc3c(-c4cccc(NC(C)=O)c4)ccnc3O2)cc1OC (configuration not stated) | 2.5 | -8.8 | -2.8 | 6.0 | -1.6 | 0.5 | -0.1 | 2.4
O=C(O)CN1c2cccc3cccc(c23)S1(=O)=O | -8.0 | -22.6 | -1.5 | -1.6 | -14.4 | 0.0 | 1.4 | -9.8
C[C@@H]1CN([C@@H](C)CO)C(=O)Cc2cc(NC(=O)Nc3ccc4c(c3)OCO4)ccc2O[C@@H]1CN(C)S(C)(=O)=O | -4.4 | -0.1 | -0.6 | -6.7 | -60.2 | 0.0 | -3.4 | 3.5
CCc1cccc(NC(=O)CCNS(=O)(=O)c2cc(Br)cnc2N)c1 | 0.1 | 0.8 | -1.2 | 7.1 | 3.3 | 0.0 | -0.4 | 0.1
Cn1c(C(=O)NN)cc2cc(Oc3ccccc3)ccc21 | -10.0 | -2.2 | 2.1 | 0.7 | -4.4 | 0.0 | 0.0 | -3.4
C[C@@H](NC(=O)C[C@H]1C=C[C@H](NC(=O)Nc2ccc3c(c2)OCO3)[C@H](CO)O1)c1ccccc1 | 4.5 | -13.5 | 0.9 | -8.7 | 4.2 | 0.0 | 0.4 | 11.6
O=C(Cc1ccc([N+](=O)[O-])cc1)NC(C(=O)O)C(O)c1cccc([N+](=O)[O-])c1 (configuration not stated) | 7.4 | -20.7 | -0.1 | 1.1 | 0.3 | 0.0 | 0.9 | 1.2
Oc1ccc(/C=N/Nc2ccnc3cc(Cl)ccc23)c(O)c1 | 5.4 | -19.9 | -0.2 | ? | 1.7 | 68.1* | -3.2 | 32.6
O=C(O)/C=C/C(=O)Nc1ccc(N2CCOCC2)nc1N1CCOCC1 | . | -35.8 | 4.7 | -11.2 | 12.3 | 0.0 | -0.2 | .
CC1(C)C[C@H](O)[C@]2(CO)CC[C@]3(C)C(=CCC4[C@@]5(C)CC[C@H](O)C(C)(C)C5CC[C@]43C)[C@@H]2C1 (some centres not stated) | 6.0 | -0.3 | -0.8 | -0.5 | -9.1 | . | . | 4.8
C/C=C/c1ccc([C@H]2[C@@H](CO)N3C(=O)CN(C(=O)Nc4cccc(OC)c4)C[C@H]23)cc1 | . | -3.6 | 2.1 | -7.4 | -4.1 | 0.0 | 0.1 | .
CC(=O)c1ccc(NC(=O)C(C)Nc2ccc(Cl)cc2)cc1 (configuration not stated) | -4.7 | -17.1 | 3.6 | 0.4 | -0.1 | 0.5 | . | 0.5
COc1cccc(COC(=O)Cc2ccc(S(=O)(=O)N3CCOCC3)s2)c1OC | . | -6.7 | -1.4 | 6.3 | -6.2 | 0.5 | . | 3.3
COc1ccccc1N(CC(=O)NC(C)(C)C)S(=O)(=O)c1cccs1 | -0.4 | -16.3 | -0.7 | -6.9 | 3.5 | 0.0 | -1.6 | .
Cc1ccc2c(CC(=O)NNC(=O)c3ccncc3)coc2c1 | 1.3 | -10.3 | 0.1 | 0.2 | -0.9 | -0.2 | 0.0 | .
CCc1cccc(Nc2c3c(nc4ncnn24)CCC3)c1 | 3.7 | -14.7 | 2.7 | -2.8 | -2.7 | 0.3 | . | -5.3
Cc1cccc(C)c1NC(=O)C(c1ccncc1)N1CCN(C)CC1 (configuration not stated) | . | 1.2 | -0.8 | 0.4 | 1.8 | -0.2 | 0.7 | .
O=C(CNS(=O)(=O)c1ccccc1)OCC(=O)c1ccccc1Cl | -3.4 | -11.4 | -2.3 | -6.3 | 1.8 | 0.2 | 6.2 | -0.6
Cc1c(NC(=O)c2csc3c2CCCC3)c(=O)n(-c2ccccc2)n1C | 13.2 | -6.7 | -0.5 | -7.2 | -6.9 | 0.0 | 1.2 | -1.3
COc1ccc(NC(=O)Nc2ccc3c(c2)C(=O)N([C@@H](C)CO)C[C@@H](C)[C@@H](CN(C)C(=O)Nc2ccc(OC)cc2)OCCCC[C@@H](C)O3)cc1 | -6.3 | 11.5 | -4.7 | -1.2 | -10.7 | 0.0 | 0.4 | 0.4
Cc1cccn2c(=O)nc(SCC(=O)N3CCCCCC3)nc12 | 3.2 | 14.7 | 0.3 | -0.2 | -0.9 | 0.3 | -0.5 | -1.9
CC(C)NC(=O)Nc1ccc2c(c1)CC(=O)N([C@H](C)CO)C[C@H](C)[C@H](CN(C)Cc1ccc(C(=O)O)cc1)O2 | 1.4 | -1.2 | 0.7 | 5.0 | -33.9 | 0.1 | -13.9 | 1.5
Cc1c(NS(=O)(=O)c2cc(C(=O)N(C)Cc3ccccc3)ccc2Cl)c(=O)n(-c2ccccc2)n1C | -2.3 | -16.0 | 0.3 | 5.1 | -3.4 | 0.0 | 0.2 | .
O=C(CCC1CCN(Cc2ccc(C#CCCO)cc2)CC1)NC1CC1 | 1.4 | -10.5 | 1.8 | 1.4 | -4.6 | 0.0 | 1.3 | -4.8
Cc1oc(-c2ccccc2F)nc1CS(=O)(=O)CC(=O)N1CCCCCC1 | 4.4 | -5.3 | 4.7 | -9.7 | 0.3 | 0.1 | 2.0 | -5.1
CCCc1ccc(OCC(O)CN2CCc3ccccc3C2)cc1 (configuration not stated) | -7.0 | 6.2 | 1.4 | 0.2 | 2.7 | 0.1 | . | -5.8
COc1ccccc1CNC(=O)C1CCC(CNc2c(N3CCCCC3)c(=O)c2=O)CC1 (configuration not stated) | -15.6 | 0.3 | -3.2 | -1.2 | -4.0 | 5.4 | . | .
CCc1cc(=O)oc2c3c(cc(OCC(=O)NCCC(=O)O)c12)OC(C)(C)CC3 | -3.1 | -3.7 | 1.5 | 2.9 | 0.1 | 0.0 | 0.2 | -4.5
COc1cccc(NC(=O)COc2ccc(Br)c(C)c2)c1 | -5.3 | -0.6 | -3.6 | 2.9 | 1.7 | 0.1 | -0.2 | 21.9
C[C@H](CO)N1C[C@H](C)[C@H](CN(C)Cc2ccc(Oc3ccccc3)cc2)Oc2c(NS(=O)(=O)c3cn(C)cn3)cccc2C1=O | 0.7 | 6.2 | 0.3 | 9.1 | 5.7 | 0.2 | -0.1 | -4.1
CC(NCCc1ccc(O)cc1)C(O)c1ccc(O)cc1 (configuration not stated) | -2.9 | -10.5 | -0.3 | 1.3 | 5.8 | 0.2 | 0.1 | -4.9
CCCCNC(=O)C1(C)CCN1C(=O)c1c(F)ccc(C)c1F (configuration not stated) | 3.2 | -9.5 | -7.5 | -0.2 | -10.2 | 0.0 | 1.3 | 2.4
CCOC(=O)N1CCN(c2nc3ccc(C)cc3n3cnnc23)CC1 | -3.8 | -20.7 | -0.6 | 3.6 | -6.1 | 0.0 | 0.0 | 1.1
O=C(NCC(=O)N(c1ccccc1F)C(C(=O)NC1CCCC1)c1ccncc1)c1ccco1 (configuration not stated) | 1.6 | -11.9 | -2.1 | 4.1 | -3.7 | -0.1 | . | 0.2
COc1ccc(NC(=O)CSc2nc(N)cc(N)n2)cc1S(=O)(=O)N1CCCCC1 | -0.4 | -9.2 | 0.9 | -1.7 | 2.5 | -0.1 | -0.2 | -6.6
COc1ccc(N2CCN(CCCNC(=O)CN3C(=O)COc4ccccc43)CC2)cc1 | -7.2 | 1.0 | 0.1 | 0.0 | 5.3 | 0.0 | . | 3.7
O=S(=O)(NCC1(N2CCOCC2)CCCCC1)c1ccc(F)c(F)c1F | 15.7 | -5.9 | 0.5 | 2.9 | 2.3 | 0.2 | 0.7 | 6.4

Bioassay records: PubChem, Broad Institute
